Compound activity from PubChem.
DSG3 Ab inh = blocks pemphigus antibody binding to human desmoglein-3. AID 588358. DSG3-coupled beads, scFv-anti-DSG3-GFP binding, flow cytometry; hits give low values. binding (percent of control), % at 10 µM. P32926. 310,000 tested, 0.48% active;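 active means binding more than 3 SD below its plate's average and above zero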;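 further: hits lower antibody fragment binding to DSG3; some compounds called inactive have numbers as strong as hits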
Target sequence (P32926 whole entry, looked up, the tested form may be a part): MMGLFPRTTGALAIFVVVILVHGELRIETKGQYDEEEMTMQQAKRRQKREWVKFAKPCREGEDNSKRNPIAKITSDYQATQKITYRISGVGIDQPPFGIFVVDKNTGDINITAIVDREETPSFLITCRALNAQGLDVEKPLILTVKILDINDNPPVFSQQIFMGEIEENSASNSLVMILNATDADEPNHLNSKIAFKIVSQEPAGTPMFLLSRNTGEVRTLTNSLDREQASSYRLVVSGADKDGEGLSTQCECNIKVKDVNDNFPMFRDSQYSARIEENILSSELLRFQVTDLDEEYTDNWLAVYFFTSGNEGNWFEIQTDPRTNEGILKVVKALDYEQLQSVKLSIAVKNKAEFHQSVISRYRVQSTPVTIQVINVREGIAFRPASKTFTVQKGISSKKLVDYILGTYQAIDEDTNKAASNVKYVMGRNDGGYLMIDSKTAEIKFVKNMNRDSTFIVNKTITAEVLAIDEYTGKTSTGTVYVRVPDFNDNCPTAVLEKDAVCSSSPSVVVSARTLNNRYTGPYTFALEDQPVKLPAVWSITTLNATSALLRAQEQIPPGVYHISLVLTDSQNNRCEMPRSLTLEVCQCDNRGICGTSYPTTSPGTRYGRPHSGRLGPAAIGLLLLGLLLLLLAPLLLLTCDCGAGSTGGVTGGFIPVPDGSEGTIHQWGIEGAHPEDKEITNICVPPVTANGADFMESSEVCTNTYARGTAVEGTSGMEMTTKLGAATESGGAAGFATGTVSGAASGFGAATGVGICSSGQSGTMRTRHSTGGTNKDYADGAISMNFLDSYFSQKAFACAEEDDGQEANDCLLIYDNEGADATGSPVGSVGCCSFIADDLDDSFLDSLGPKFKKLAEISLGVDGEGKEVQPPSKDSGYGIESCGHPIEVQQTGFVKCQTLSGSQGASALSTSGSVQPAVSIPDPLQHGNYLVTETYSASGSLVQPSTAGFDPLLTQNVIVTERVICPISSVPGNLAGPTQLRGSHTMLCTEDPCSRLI
V-ATPase pH = alters yeast V-ATPase proton transport; 350,000 tested, 0.37% active; S. cerevisiae, pHLuorin cytosolic pH fluorescence; response, % at 10 µM; in the data active means response mostly above about 7.3%, no sharp cut-off; inactive means mostly below about 5.4%; further: actives read high; inactives centre near 0; some compounds called inactive have numbers as strong as hits; reference of the scale not given here
MOR-DOR inv ag = mu-delta opioid heterodimer inverse agonism; inhibition, % at 9.3 µM; cell-based MOR-DOR heterodimer luminescence; AID 504357; P35372+P41143; 340,000 tested, 0.21% active; in the data active means inhibition above about 22%, passing the limit was not always enough;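 further: 0% = cells with DMSO and 100% = wells without cells with DMSO; values of inactives mirror those of a sister screen read the other way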
cardiac RTF act = increases calcium sensitivity of human cardiac regulated thin filaments; P19429+P45379; IANBD-labeled TnC RTF fluorescence at EC20 calcium; 0% EC20 calcium, 100% full calcium; activation, % at 7.2 µM; 340,000 tested, 0.24% active;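 active means activation above the mean over all tested compounds plus 3 SD, cut at about 30% in these data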;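 further: rise in fluorescence read as greater calcium sensitivity of cardiac thin filaments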
Cardiac RTF inh = cardiac RTF calcium desensitization | P19429+P45379 | IANBD-labeled cardiac RTF, Ca2+ fluorescence | inhibition, % at 7.15 µM | 340,000 tested, 0.12% active | AID 493244;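 active means inhibition above the mean inhibition of all tested compounds plus 3 SD, cut at about 17% in these data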;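 further: assay run at fixed EC70 calcium of 1.6 mM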
LANA DNA inh = KSHV C-LANA DNA binding inhibition; MBP-C-LANA/FAM-LBS DNA binding, fluorescence polarization; 340,000 tested, 0.078% active; inhibition, % at 9 µM; AID 504423;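 active means highest replicate inhibition at or above 60% at 9 µM, even if other replicates fall short; inactive means all replicates below 60% inhibition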;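 further: 0% = neutral control wells and 100% = 4 µM acridine orange control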
Arr AP2 block = inhibitors of human beta-arrestin and AP2 interaction. FITC-arrestin peptide / GST-AP2 beads, flow cytometry; AP2 beta2 appendage carries R879A mutation. inhibition, % at 10 µM. 340,000 tested, 0.31% active;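 active means inhibition above a set limit, near 3 SD of compounds lacking own fluorescence, cut at about 54% in these data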;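 further: plate controls were DMSO wells for no effect and 5 µM unlabelled arrestin peptide for full effect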
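System: GST-AP2 R879A glutathione beads | Also added: FITC-arrestin peptide, 50 nM | Times: 12 min plus 1 h, RT | Signal: Bead flow cytometry, FITC channel | Buffer or medium: PBS with 0.05% Tween 20 and 0.1% BSA | Read-out basis: Percent drop in bead-associated FITC signal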
Wnt act = activates Wnt/beta-catenin signaling in a reporter cell assay; activator, plate reader; activation, % at 9.35 µM; 300,000 tested, 1.2% active; AID 743398; in the data active means activation above about 30%, passing the limit was not always enough;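 further: 0% = neutral control wells and 100% = positive control wells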
MOR-DOR ag = agonists of human mu-delta opioid receptor heterodimerization; P35372+P41143; cells, OPRM1-OPRD1 heterodimerization, luminescence; activation, % at 9.3 µM; 340,000 tested, 0.3% active; in the data active means activation above about 18%;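 further: 0% = vehicle-treated cells and 100% = reference agonist; values of inactives mirror those of a sister screen read the other way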
Keap1-Nrf2 PPI = Keap1-Nrf2 (human) interaction inhibition. Q14145. Keap1 Kelch-Nrf2 peptide fluorescence polarization, 1536-well. inhibition, % at 9.4 µM. 340,000 tested, 0.15% active; in the data active means inhibition above about 12%;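 further: human Keap1 Kelch domain with fluorescein labeled Nrf2 9mer peptide probe; 0% = neutral control wells and 100% = peptide positive control; higher means more block of Keap1 binding to Nrf2 peptide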
Active calls of the source: *; x = no result given; & = joins results of further samples.

SMILES	DSG3 Ab inh	V-ATPase pH	MOR-DOR inv ag	cardiac RTF act	Cardiac RTF inh	LANA DNA inh	Arr AP2 block	Wnt act	MOR-DOR ag	Keap1-Nrf2 PPI
COc1cccc(C2=NOC(C(=O)Nc3ccc4c(c3)OCO4)C2)c1OC (centres undefined)	101	5	5	4	-9	-2.7	9	-1	-1.0	-3
Cn1c(SCc2ccccc2)nnc1-c1ccc2c(c1)OCO2	x	-4	9	4	-11	0.4	-3	-5	-2.2	4
COc1ccc(NC(=O)CC2C(=O)N(c3ccc(OC)cc3)C(=O)N2CCN2CCN(C)CC2)cc1 (centres undefined)	105	-1	5	-3	-1	0.0	0	x	-1.0	5
CN(C)CCNC(=O)Cn1nc(-c2ccc(Cl)cc2)ccc1=O	98	-2	10	-8	-15	-1.3	5	-1	-1.6	-7
O=C(NC1CCCCCC1)C1CC(=O)N(Cc2ccccc2)C1 (centres undefined)	113	0	8	10	-4	0.2	4	x	-1.5	2
CCOCCCNC(=S)N1C2CCC1CC(NC(=O)NC1CCCCC1)C2 (centres undefined)	99	2	8	0	-6	-1.4	7	-3	-1.4	4
Cc1ccc(NC(=O)N2CCC(=O)N2)cc1	112	-4	7	-1	0	-0.1	7	x	-1.5	0
COc1ccc(C2=NN(C(=O)CCC(=O)O)C(c3ccc(F)cc3)C2)cc1 (centres undefined)	96	2	17	-7	-9	-0.6	4	0	-3.6	-3
COc1ccc(CNC(=O)CCC(=O)N2CCN(S(=O)(=O)c3cc([N+](=O)[O-])ccc3C)CC2)cc1	103	8	6	0	-9	-0.8	4	-1	-1.2	-2
Cn1c(-c2cccc([N+](=O)[O-])c2)[n+](C)c2ccccc21	96	-3	-3	-3	-1	0.2	-7	-1	0.5	-11
COc1ccc(/C=N/n2cncn2)cc1Cn1nc(C)c([N+](=O)[O-])c1C	109	7	7	1	-5	-0.6	-5	x	-1.3	-1
COc1ccc(OC)c(C2N(c3ccc(Cl)cc3)C(=O)C3CCCN32)c1 (centres undefined)	113	-1	10	3	-5	3.0	0	x	-1.9	-3
CCN(Cc1ccncc1)C(=O)c1ccccc1NS(=O)(=O)c1ccc(Br)cc1	97	1	18	-6	-8	1.1	-9	0	-3.4	4
CC(=O)CSc1nc2ccccc2o1	93	2	12	-1	6	0.6	25	-15	-2.1	-2
C=CCNS(=O)(=O)c1ccc2nsnc2c1	98	0	4	-2	-3	0.3	10	x	-0.8	-2
CCOC(=O)c1c(O)c2c([nH]c1=O)CCCC2	x	-3	10	3	-8	1.0	-6	-1	-1.9	-4
Cc1cc(/C=N/N2CCN(C)CC2)c(C)n1-c1ccccc1F	103	2	-3	-7	14	-0.1	6	-9	0.5	-1
Cc1cc(C(=O)NCC(=O)OCC(=O)NCC2CCCO2)ccc1[N+](=O)[O-] (centres undefined)	50*	-2	7	-3	-1	1.0	22	1	-1.9	1
CSc1nc(Sc2ccc(Cl)cc2)c2ccccc2n1	x	-2	-11	-4	-2	0.5	11	-1	1.9	8
CC(C)C(=O)NNC(=O)c1ccccn1	92	2	10	-4	13	0.3	-11	-1	-1.9	-1
COc1cccc(SCC2(O)CCN(C(=O)c3ccc(Cl)cc3)CC2)c1	107	0	13	-4	0	-1.5	7	0	-2.5	-2
Nc1nnc(Cc2ccccc2F)s1	99	-2	10	2	-18	-0.9	16	0	-1.6	2
O=C(CCC1CCCN(C(=O)c2cccc(F)c2)C1)N1CCN(c2ccccn2)CC1 (centres undefined)	104	-3	-6	2	-10	0.4	25	1	1.2	-2
O=C(O)CCN(CCC(=O)O)c1nnc(SCc2ccccc2)s1	98	0	5	2	1	3.2	3	-1&-2	-0.9	2
CCN(C(=O)CSc1nnc(-c2ccc(Cl)cc2)n1C)C1CCS(=O)(=O)C1 (centres undefined)	x	2	-16	-2	-1	0.3	4	2	3.6	-1
CCOc1ccc(C(C)=O)cc1CSc1nc2nc(C)cc(C)n2n1	102	0	7	6	-4	0.0	1	-1	-1.4	-1
Cc1cc(C)c2nc(N3CCC(C(=O)NCc4cccnc4)CC3)sc2c1	111	-1	1	-9	3	0.3	-1	x	-0.1	-4
O=C(N/N=C/C(Cl)=C\c1ccccc1)c1cnccn1	103	-4	-12	-5	-14	-2.1	1	x	2.5	-4
CC(C)C(=O)NC(c1ccc(Cl)cc1Cl)c1ccc2cccnc2c1O (centres undefined)	103	-2	-4	-11	-1	-1.0	14	-2	0.9	-2
O=c1[nH]c2c(c(=O)[nH]1)CCCCCC2	106	-1	-1	-4	-11	-1.9	18	-1	0.2	-2
CC(C)CC(=O)NS(=O)(=O)c1ccc(NC(=O)c2ccco2)cc1	100	0	11	6	-7	-0.5	7	x	-2.2	-2
CCN1C[C@@H]2[C@@H]3C(=O)N(C)C(=O)[C@@H]3[C@](C)(C1=O)N2C(=O)c1ccc(Cl)cc1	100	1	15	-7	2	4.9	-5	-2	-2.6	-1
CCN(CC)c1ccc(NC(=O)C(C)C)cc1	101	1	8	-5	4	0.5	14	x	-1.5	2
CCOc1ccc(OCC)c(NC(=O)CC2Oc3ccccc3NC2=O)c1 (centres undefined)	105	-10	-11	3	-7	-0.8	15	0	2.2	-1
O=C(Nc1ccc(N2CCOCC2)cc1)C1CCCN(S(=O)(=O)c2ccccc2)C1 (centres undefined)	94	-2	3	4	-6	-0.2	26	x	-0.6	-3
CCCSc1nc(N2CCOCC2)c2c(c1C#N)CC(C)(C)SC2	118	3	-14	2	-10	0.8	6	0	3.2	-4
Cc1cc(C)nc(NC(=O)COc2cc(Cl)cc(Cl)c2)n1	68	5	11	-4	4	2.6	-6	-3	-1.7	5
Cc1cccc(OCC(=O)Nc2nnc(S(=O)(=O)N3CCCCCC3)s2)c1	100	-1	3	0	-1	0.4	-13	-3	-0.5	-4
COc1ccc(-c2c(NC(=O)c3ccco3)oc3ccccc3c2=O)cc1OC	103	-3	12	2	0	-0.8	-4	-2	-2.4	-5
Cc1ccccc1C(=O)NNC(=O)C(=O)Nc1cccc(Cl)c1C	103	-2	-7	-4	-1	-0.2	3	x	1.3	-1
Cc1cc(C)n(CC(=O)N2c3ccccc3Sc3ccc(C(F)(F)F)cc32)n1	93	-2	-11	7	-17	-0.6	10	-10	1.5	2
Cc1cccc(NC2=CC(=O)OC(C)C2)c1 (centres undefined)	98	-2	14	0	5	1.9	-4	-2	-2.5	3
COc1ccc(C(CC(=O)O)NC(=O)COc2ccccc2)cc1OC (centres undefined)	98	1	8	1	-2	0.2	-1	x	-1.4	3
Cn1c(COc2ccc([N+](=O)[O-])cc2)nnc1SCC(=O)NCC1CCCO1 (centres undefined)	111	0	15	-4	4	1.2	24	-3	-2.9	1
COc1ccc(C(=O)/C=C/c2ccc(OC)cc2OC)c(O)c1	97	-1	-16	2	0	1.1	18	1	2.9	-3
COc1ccc(-c2noc(Cc3ccc(Cl)cc3)n2)cc1OC	99	-1	-41	6	-4	0.6	3	3	7.9	-9
COc1ccc(OC)c(NC(=O)CN(C)S(=O)(=O)c2ccc(Cl)cc2)c1	x	1	1	7	-8	1.8	0	0	-0.2	0
CC(C)[C@H](NC(=O)OCc1ccccc1)C(=O)OCC(=O)Nc1c(F)cccc1F	102	2	-4	0	0	2.7	8	x	0.8	0

Quoted from the listing:
MOR-DOR ag with Cn1c(COc2ccc([N+](=O)[O-])cc2)nnc1SCC(=O)NCC1CCCO1 (centres undefined) = -2.9
Cardiac RTF inh with Cc1ccccc1C(=O)NNC(=O)C(=O)Nc1cccc(Cl)c1C = -1
LANA DNA inh with Cc1cccc(NC2=CC(=O)OC(C)C2)c1 (centres undefined) = 1.9

(list continues)
SMILES	DSG3 Ab inh	V-ATPase pH	MOR-DOR inv ag	cardiac RTF act	Cardiac RTF inh	LANA DNA inh	Arr AP2 block	Wnt act	MOR-DOR ag	Keap1-Nrf2 PPI
CCN1C(=NCCCCO)N[C@@H](c2cccc(F)c2)C(C(=O)OC)=C1C	103	6	6	3	-9	1.1	-2	-1	-1.0	-7
COc1ccc(S(=O)(=O)NCCSc2ccc(C)cc2)cc1OC	111	2	-15	5	-7	-0.4	-7	x	2.5	-4
Cn1cnc(C(=O)N2CCc3ccccc3C2)c1C(=O)N1CCc2ccccc2C1	106	3	5	8	-7	0.3	-13	-1	-1.0	-2
Cn1c(C(=O)N2CCC(C(N)=O)CC2)cc2c(=O)n(C)c3ccccc3c21	104	2	18	6	-8	0.0	-6	-5	-3.6	1
COc1ccc(N2C(=O)/C(=C3/C=CC=CN3C)SC2=S)cc1	x	-3	7	4	3	0.4	-5	3	-1.5	-2
COc1ccc(C(=O)NNC(=O)C(NC(=O)c2cc(OC)cc(OC)c2)C(C)C)cc1 (centres undefined)	98	1	1	1	-11	0.3	-8	3	-0.1	-5
CCOC(=O)N1CCN(CC(O)c2ccc3cc[nH]c3c2)CC1 (centres undefined)	77	-2	-12	3	-4	0.3	-6	-2	2.2	-6
COC(=O)C(CC(C)C)Oc1ccc2c(C)cc(=O)oc2c1 (centres undefined)	101	0	-9	1	-6	1.1	3	-7	1.8	3
Cc1ccccc1CC(=O)Nc1ccc2c(c1)CCC2	100	-2	9	-3	2	-0.8	60*	4	-2.0	0
C=CCn1c(Cc2ccc(OC(C)C)c(Cl)c2)nnc1SCC(N)=O	103	5	10	0	0	-2.9	9	x	-2.3	-1
O=c1[nH]c2nc(Br)[nH]c(=O)c2[nH]1	92	-2	11	0	5	0.2	31	-1	-2.2	-2
CCCCC(CCCC)=N/N=C/c1c(O)n(CC)c2cc(C3=NNC(=O)CC3)ccc12	x	-2	17	3	-11	0.8	1	x	-4.2	-5
CC1(c2ccc(OC(F)F)cc2)NC(=O)N(CC(=O)Nc2ccc(Cl)cc2F)C1=O (centres undefined)	92	6	3	-3	3	1.2	38	3	-0.6	-2
O=C(CCN1C(=O)c2ccccc2S1(=O)=O)N1CCN(c2ccccc2)CC1	105	-3	1	2	-12	-0.6	2	x	-0.1	0
CNS(=O)(=O)c1cc(NC(=O)c2cnc(SC)n2-c2ccccc2)ccc1C	114	2	10	-6	-4	-1.0	-24	-1	-1.9	4
CCc1ccc(NC(=O)CN2CCC(C(=O)c3ccc(OC)cc3)CC2)cc1	97	2	-32	-5	0	-0.5	-7	1	3.8	2
C=CCc1cccc2cc(C(=O)NNC(=O)CC#N)c(=O)oc12	100	4	13	-1	-4	-0.8	9	-2	-2.6	2
CCOCCN(C=O)c1cccc(OC)c1	94	-2	4	0	-5	-0.7	15	x	-0.7	-7
O=C(CC1CCCCC1)NCC1CCCO1 (centres undefined)	x	1	8	6	2	0.6	-4	0	-1.4	0
CCOC(=O)/C(C#N)=C\c1cc(OC)c(OC)cc1[N+](=O)[O-]	97	-2	-3	0	2	13	38	-2	0.6	0
CC(C)(C)C(=O)c1cnc(Nc2ccccc2)s1	96	6	-22	-3	5	0.1	1	x	3.7	1
Cc1ccc(S(=O)(=O)NNC(=O)C(O)(c2ccccc2)c2ccccc2)cc1	114	5	1	9	-3	-0.6	6	-1	-0.2	-2
